Source: PubChem BioAssay
JMJD2A Tudor inh = inhibitors of human JMJD2A Tudor domain; Potency, µM (doses to about 114 µM), without a hit: top-dose activity change, negative = inhibition, actives largely listed as inhibitors; 4.4% of 390,000 active; O75164; AID 504339; AlphaScreen JMJD2A-Tudor / H3K4me3 peptide binding; further: on the % scale 0 is the no-effect control and ±100 the full control effect; nearly all actives have a fitted effect of over 50% in size
Pin1 inh = blocks the human prolyl isomerase Pin1; Q13526; Pin1 FP peptide displacement, HiFluor488, 10 min; Potency, µM (series often up to 115 µM), without a hit: top-dose activity, negative = inhibition, actives largely listed as inhibitors; 0.009% of 390,000 active; active means well fitted inhibition curve with a large enough effect in the polarisation, with a control signal flat, not every such curve was filed as active; inconclusive means small, poorly fitted or top-dose-only effect, or effect the other way, or a change in a side signal; inactive means no such curve, though single readings can be large or run the other way; the % refers to the polarisation; further: on the % scale 0 is the no-effect control and ±100 the full control effect
G9a block = G9a (human) methyltransferase inhibition. 8.8% of 350,000 active. Q96KQ7. Potency, µM (highest dose often 102 µM), for the others: at the highest dose activity, negative = inhibition, usual class: inhibitors. G9a H3K9 monomethylation, AlphaScreen, 2 h; further: on the % scale 0 is the no-effect control and ±100 the full control effect; nearly all actives have a fitted effect of over 75% in size
Target sequence (Q96KQ7 913-1193 limits assumed): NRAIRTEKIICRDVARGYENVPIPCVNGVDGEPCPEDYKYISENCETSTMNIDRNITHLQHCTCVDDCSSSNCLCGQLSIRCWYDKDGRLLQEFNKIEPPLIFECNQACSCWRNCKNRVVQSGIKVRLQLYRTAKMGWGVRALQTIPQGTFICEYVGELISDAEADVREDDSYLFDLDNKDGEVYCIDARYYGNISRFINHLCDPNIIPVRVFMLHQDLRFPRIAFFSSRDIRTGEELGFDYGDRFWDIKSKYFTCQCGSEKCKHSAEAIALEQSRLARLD
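Readings reflect AlphaScreen signal from monomethyl-H3K9 antibody detection. HMT at 20 nM; substrate b-H3K9 500 nM; cofactor SAM 20 uM; 2 h RT reaction; compounds tested as titrations in qHTS with 15 min preincubation.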
Tb PGK inh = blocks T. brucei phosphoglycerate kinase | PGK/GAPDH coupled, Kinase-Glo luminescence, 60 min | AID 602233 | Potency, µM (highest dose often 57.5 µM), without a hit: top-dose activity change, negative = inhibition, most hits filed as inhibitors | 0.043% of 380,000 active | P07378; further: on the % scale 0 is the no-effect control and ±100 the full control effect; nearly all actives have a fitted effect of over 60% in size
Target sequence (P07378 whole entry, looked up): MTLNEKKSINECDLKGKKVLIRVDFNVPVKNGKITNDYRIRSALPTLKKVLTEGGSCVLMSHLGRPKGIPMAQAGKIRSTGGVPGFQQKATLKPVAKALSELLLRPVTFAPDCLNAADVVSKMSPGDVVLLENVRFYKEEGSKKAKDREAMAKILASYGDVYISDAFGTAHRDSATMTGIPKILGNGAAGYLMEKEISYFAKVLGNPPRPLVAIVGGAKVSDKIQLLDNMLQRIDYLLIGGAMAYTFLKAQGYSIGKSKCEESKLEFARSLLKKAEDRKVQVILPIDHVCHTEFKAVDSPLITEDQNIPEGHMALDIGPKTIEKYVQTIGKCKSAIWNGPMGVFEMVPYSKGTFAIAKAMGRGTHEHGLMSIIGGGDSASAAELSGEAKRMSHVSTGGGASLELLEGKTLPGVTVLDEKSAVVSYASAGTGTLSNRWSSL
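Luminescent ATP detection (Kinase-Glo Plus) follows a 60-minute room-temperature incubation, with wells lacking PGK as controls. Buffer: 100 mM TEA (pH 7.6), 5 mM MgCl2, 0.01% Tween-20. Coupling enzyme GAPDH (100 nM final) supplies unstable 1,3-BPG in-well.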
BAZ2B inh = blocks human BAZ2B; 4.4% of 360,000 active; AlphaScreen BAZ2B-H3K14Ac peptide displacement; Potency, µM (doses to about 114 µM), for inactives: at the highest dose activity change, negative = inhibition, actives largely listed as inhibitors; further: on the % scale 0 is the no-effect control and ±100 the full control effect; nearly all actives have a fitted effect of over 60% in size
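Inhibition is scored as reduced AlphaScreen emission. The BAZ2B/b-H3(5-23)K14Ac complex (50 nM each) in PBS pH 7.4, 0.01% Tween-20 meets compound (up to 110 uM) for 30 min at RT before bead addition.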
HP1b binding inh = HP1-beta chromodomain-methylated histone interaction inhibition; Potency, µM (series often up to 114 µM), without a hit: at the highest dose activity change, negative = inhibition, usual class: inhibitors; AID 540317; P83916; AlphaScreen HP1-beta / biotin-H3K9me3 peptide binding; 0.56% of 390,000 active; further: nearly all actives have a fitted effect of over 70% in size; inactives centre near 23
Target sequence (P83916 whole entry, looked up): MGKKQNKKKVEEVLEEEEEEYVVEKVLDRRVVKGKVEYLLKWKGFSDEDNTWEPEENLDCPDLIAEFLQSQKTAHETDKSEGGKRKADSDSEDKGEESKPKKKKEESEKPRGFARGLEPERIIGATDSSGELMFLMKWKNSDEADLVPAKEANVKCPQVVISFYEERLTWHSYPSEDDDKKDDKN
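Compound inhibition of the preformed complex between 50 nM HP1-beta and 50 nM biotinylated H3K9me3 peptide was read by AlphaScreen. Buffer was PBS pH 7.4 with 0.01% Tween-20. Incubations ran 30 min at room temperature, with 10 ug/mL donor/acceptor beads.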
BLM helicase inh = inhibitors of human Bloom syndrome helicase BLM; P54132; recombinant BLM DNA unwinding, fluorescence dequenching; Potency, µM (top dose mostly 56.1 µM), without a hit: at the highest dose activity change, negative = inhibition, most hits filed as inhibitors; 0.2% of 350,000 active;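 further: plate controls were vehicle for no effect and no enzyme for full effect; nearly all actives have a fitted effect of over 35% in size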
GLS inh = blocks human kidney-isoform glutaminase activity | 0.21% of 410,000 active | Potency, µM (doses to about 45.5 µM), for inactives: top-dose activity change, negative = inhibition, hits mostly inhibitors | O94925 | GLS enzymatic activity, qHTS titration; further: on the % scale 0 is the no-effect control and ±100 the full control effect
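Read-out is an Amplex red fluorescence increase coupled through glutamate oxidase and HRP, measured before and after 30 min room-temperature incubation. hKGA is in 45 mM KH2PO4 (pH 8.2) with 0.02% Tween-20; glutamine added as 1mM solution.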
Pol iota inh = DNA polymerase iota (human) inhibition | 1% of 390,000 active | Potency, µM (titrated, usually from 115 µM), without a hit: at the top dose activity, negative = inhibition, actives largely listed as inhibitors | Q9UNA4 | Pol iota fluorescent replication assay, 10 min
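Pol iota at 10 nM preincubated 15 min with compounds at room temperature; reaction started with fluorescent substrate, 50 nM final. Fluorescence read kinetically at 0 and 10 min; buffer-only wells as negative control.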
An asterisk follows results filed as active; & = joins results of further samples; ! = a repeat was not active; [ ] = dose if it differs, or a comment. Unless noted, the call rests on the fitted dose curve; in most records, active means well fitted curve in the direction sought with a large enough effect; inconclusive means small, poorly fitted or top-dose-only effect, or another doubt; inactive means no such curve, though single readings can be large; an effect the other way counts as inactive or inconclusive. Potency means the concentration at half of the fitted maximal effect.

COc1ccccc1C(=O)Nc1cc2c(cc1N1CCOCC1)n(C)c(=O)n2C was read as JMJD2A Tudor inh -22%, Pin1 inh -2%, G9a block 28%[59 µM], Tb PGK inh -1%, BAZ2B inh 19%, HP1b binding inh 79%[activator], BLM helicase inh 1%, GLS inh -6% and Pol iota inh 44%[activator].
`Cc1ccc(Cn2cccc(NC(=O)NCc3ccccc3)c2=O)cc1` gave JMJD2A Tudor inh 1%, Pin1 inh 1%, G9a block 64%[activator][59 µM], BAZ2B inh -34%, HP1b binding inh 22%, BLM helicase inh -2%, GLS inh -3% and Pol iota inh inconclusive.
`O=C(NNC(=O)C1CC1c1ccccc1)Nc1ccccc1` (configuration not stated) gave JMJD2A Tudor inh -9%, Pin1 inh -9%, G9a block 4%[59 µM], Tb PGK inh -4%, BAZ2B inh 8%, HP1b binding inh 22%, BLM helicase inh -8%, GLS inh 12% and Pol iota inh 19%.
`CC(=O)Nc1ccc(OS(=O)(=O)c2ccc([N+](=O)[O-])cc2)cc1` gave JMJD2A Tudor inh -8%, Pin1 inh -13%, G9a block -19%, Tb PGK inh -7%, BAZ2B inh -34%, HP1b binding inh 40%[activator], BLM helicase inh -7%, GLS inh 0% and Pol iota inh 9%.
For COC(=O)C1=C(C)OC(N)=C(C#N)C1c1ccccc1 (configuration not stated) the results were JMJD2A Tudor inh -8%[57.1 µM], Pin1 inh 4%, G9a block -5%[2.33 µM], Tb PGK inh inactive, BAZ2B inh 1%, HP1b binding inh 62%[activator], BLM helicase inh -4%, GLS inh 5% and Pol iota inh 3%.
Cc1cc(Cl)cc(Cl)c1CNc1c([N+](=O)[O-])c(=O)oc2ccccc12 was read as JMJD2A Tudor inh -1%, Pin1 inh -1%, G9a block 6%[59 µM], Tb PGK inh -8%, BAZ2B inh -19%, HP1b binding inh 15%, BLM helicase inh -1%, GLS inh 1% and Pol iota inh -4%.
For Cc1ccc(OCC(=O)NS(=O)(=O)c2ccc(Cl)cc2)cc1 the results were JMJD2A Tudor inh 1%, Pin1 inh -17%, G9a block -12%, Tb PGK inh inactive, BAZ2B inh -9%, HP1b binding inh 18%, BLM helicase inh 0%, GLS inh -11% and Pol iota inh 1%.
Screening CCc1nnc(NC(=O)Cc2ccc(S(=O)(=O)N3CCCCC3)cc2)s1 returned JMJD2A Tudor inh -8%, Pin1 inh 3%, G9a block -6%[59 µM], Tb PGK inh -1%, BAZ2B inh 7%, HP1b binding inh 12%, GLS inh -1% and Pol iota inh -15%.
Screening CCCCCC(=O)Nc1ccc(N2CCN(S(C)(=O)=O)CC2)cc1 returned JMJD2A Tudor inh -21%, Pin1 inh -5%, G9a block 3%[12.7 µM], Tb PGK inh -6%, BAZ2B inh 1%, HP1b binding inh 0%, BLM helicase inh -8%, GLS inh 11% and Pol iota inh 5%.
For C/C(=N\NC(=O)CN(c1ccccc1Br)S(C)(=O)=O)c1cccs1 the results were JMJD2A Tudor inh 22µM*, Pin1 inh 9%, Tb PGK inh 4%, BAZ2B inh -3%, HP1b binding inh -5%, BLM helicase inh -4%, GLS inh 5% and Pol iota inh 87%[activator].
Screening C/C(CC(=O)Nc1cc(Cl)ccc1C)=N\NC(=O)C(=O)N1CCCC1 returned JMJD2A Tudor inh -1%, Pin1 inh -5%, G9a block -36%, Tb PGK inh -9%, BAZ2B inh 4%, HP1b binding inh 45%[activator], BLM helicase inh 1%, GLS inh -17% and Pol iota inh 33%[activator].
COc1ccc(OCC(=O)N(Cc2sccc2C)C2CCS(=O)(=O)C2)cc1 (configuration not stated) was read as JMJD2A Tudor inh -14%&-20%, Pin1 inh -2%&-7%, G9a block 71µM*!, Tb PGK inh -5%, BAZ2B inh inconclusive, HP1b binding inh 52%&8%[activator], BLM helicase inh 0%&3%, GLS inh 0%&1% and Pol iota inh 37%&10%[activator].
For N=c1oc2cc(O)ccc2cc1C(=O)Nc1nc2ccccc2s1 the results were JMJD2A Tudor inh 2%, Pin1 inh inconclusive, G9a block inconclusive, Tb PGK inh -7%, BAZ2B inh 3%, HP1b binding inh 35%, BLM helicase inh -10%, GLS inh -4% and Pol iota inh 24%.
COc1ccc(NC(=O)CN2C(=O)C(c3ccccc3)=NC23CCC(C)CC3)cc1Cl (configuration not stated) was read as JMJD2A Tudor inh -30%, Pin1 inh 25%, G9a block -5%[59 µM], BAZ2B inh -17%, HP1b binding inh 4%, BLM helicase inh -11%, GLS inh -12% and Pol iota inh 5%.
CC(=O)c1ccc(NC(=O)CSc2nc(C3CCCC3)nc3c2c(=O)n(C)c(=O)n3C)cc1 was read as JMJD2A Tudor inh 2%, Pin1 inh 0%, G9a block -3%[59 µM], Tb PGK inh 9%, BAZ2B inh 4%, HP1b binding inh 22%[57 µM], BLM helicase inh -1%, GLS inh 1% and Pol iota inh 13%.
`CCCCn1c(N)c(N(CC(C)C)C(=O)c2ccc(-n3c(C)ccc3C)cc2)c(=O)[nH]c1=O` gave JMJD2A Tudor inh -12%, Pin1 inh 20%, G9a block 56µM*, Tb PGK inh 7%, BAZ2B inh -4%, HP1b binding inh 20%, GLS inh 18% and Pol iota inh 17%.
For Nc1cccc(C(=O)OCC(=O)Nc2cccc3c2C(=O)c2ccccc2C3=O)c1 the results were JMJD2A Tudor inh -6%, Pin1 inh inconclusive, G9a block -8%[59 µM], Tb PGK inh inactive, BAZ2B inh -1%, HP1b binding inh -14%, BLM helicase inh -11%, GLS inh 5% and Pol iota inh -5%.
`CN1CC[C@]23c4ccccc4N[C@H]1[C@]21CCN(C)[C@H]3Nc2ccccc21` gave JMJD2A Tudor inh -5%, Pin1 inh -2%, G9a block inconclusive, Tb PGK inh -4%, BAZ2B inh 11%, HP1b binding inh 14%, GLS inh 39%[activator] and Pol iota inh 8%.
`COc1ccc(CNC(=O)C2CCN(c3nc4ccc(C)cc4[nH]3)CC2)cc1` gave JMJD2A Tudor inh 4%, Pin1 inh -2%, G9a block 0%[59 µM], Tb PGK inh 0%, BAZ2B inh 4%, HP1b binding inh 21%[57 µM], BLM helicase inh -4%, GLS inh 6% and Pol iota inh 7%.
Cc1ccc(S(=O)(=O)N2CCC(C(=O)N/N=C/c3ccccc3[N+](=O)[O-])CC2)cc1 was read as JMJD2A Tudor inh -29%, Pin1 inh -3%, G9a block inconclusive, Tb PGK inh 1%, BAZ2B inh -34%, HP1b binding inh 3%, BLM helicase inh -5%, GLS inh 5% and Pol iota inh 27%.
NS(=O)(=O)c1ccc(-n2nncc2C23CC4CC(CC(C4)C2)C3)cc1 was read as JMJD2A Tudor inh -20%, Pin1 inh -3%, G9a block 26%, Tb PGK inh -8%, BAZ2B inh 6%, HP1b binding inh 18%, BLM helicase inh -3%, GLS inh 3% and Pol iota inh -13%.
`NC(=O)c1ccccc1NC(=O)CSC1=NCCS1` gave JMJD2A Tudor inh -2%, Pin1 inh 2%, G9a block 50µM*, Tb PGK inh inactive, BAZ2B inh -18%, HP1b binding inh 55%[activator], BLM helicase inh -1%, GLS inh 2% and Pol iota inh 10%.
COc1ccc(-n2c(O)c(/C=N/NS(=O)(=O)c3ccc(C)cc3)c3ccccc3c2=O)cc1OC was read as JMJD2A Tudor inh inconclusive, Pin1 inh inconclusive, G9a block 11µM*, Tb PGK inh -1%, BAZ2B inh inconclusive, HP1b binding inh 8%, BLM helicase inh -4%, GLS inh -36% and Pol iota inh 40µM*.
`CC(C)CCNC(=O)c1nn(Cc2ccccc2)c(=O)c2ccccc12` gave JMJD2A Tudor inh 1%, Pin1 inh -1%, G9a block 0%[59 µM], Tb PGK inh -6%, BAZ2B inh 16%, HP1b binding inh 4%, BLM helicase inh -3%, GLS inh 7% and Pol iota inh -7%.
Screening O=C(CNc1ccc(F)cc1Cl)Nc1cccc(S(=O)(=O)N2CCCCC2)c1 returned JMJD2A Tudor inh -6%, Pin1 inh 8%, G9a block -1%[12.7 µM], Tb PGK inh -7%, BAZ2B inh -9%, HP1b binding inh 25%, GLS inh -3% and Pol iota inh -8%.
Cn1c(=O)c2sccc2n2c(CCC(=O)Nc3ccc(F)cc3)nnc12 was read as JMJD2A Tudor inh -13%, Pin1 inh 9%, G9a block -32%[59 µM], Tb PGK inh 12%, BAZ2B inh 2%, HP1b binding inh 4%, BLM helicase inh 0%, GLS inh 2% and Pol iota inh -7%.
For O=C(CSc1nnc(NC(=O)C2CCC2)s1)Nc1ccccc1Br the results were JMJD2A Tudor inh 2%, Pin1 inh 0%, G9a block -9%[59 µM], Tb PGK inh 6%, BAZ2B inh 28%, HP1b binding inh 22%, BLM helicase inh -1%, GLS inh 0% and Pol iota inh 106%[activator].

Among those listed so far, these have fluorine:
Screening O=C(CNc1ccc(F)cc1Cl)Nc1cccc(S(=O)(=O)N2CCCCC2)c1 returned JMJD2A Tudor inh -6%, Pin1 inh 8%, G9a block -1%[12.7 µM], Tb PGK inh -7%, BAZ2B inh -9%, HP1b binding inh 25%, GLS inh -3% and Pol iota inh -8%.
Cn1c(=O)c2sccc2n2c(CCC(=O)Nc3ccc(F)cc3)nnc12 was read as JMJD2A Tudor inh -13%, Pin1 inh 9%, G9a block -32%[59 µM], Tb PGK inh 12%, BAZ2B inh 2%, HP1b binding inh 4%, BLM helicase inh 0%, GLS inh 2% and Pol iota inh -7%.

An excerpt, so the mix of outcomes need not match the whole.
